TRb SRC2 PPI: TRbeta-SRC2 interaction inhibition | AID 1469 | Potency, µM (highest dose often 106 µM), for inactives: top-dose activity change, negative = inhibition, actives largely listed as inhibitors | 0.065% of 280,000 active | TRbeta-SRC2 peptide binding, fluorescence polarization; receptor liganded with 1 µM T3;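 note: plate controls were bound peptide for no effect and peptide without receptor for full effect; nearly all actives have a fitted effect of over 50% in size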
Target sequence (P10828 whole entry, looked up): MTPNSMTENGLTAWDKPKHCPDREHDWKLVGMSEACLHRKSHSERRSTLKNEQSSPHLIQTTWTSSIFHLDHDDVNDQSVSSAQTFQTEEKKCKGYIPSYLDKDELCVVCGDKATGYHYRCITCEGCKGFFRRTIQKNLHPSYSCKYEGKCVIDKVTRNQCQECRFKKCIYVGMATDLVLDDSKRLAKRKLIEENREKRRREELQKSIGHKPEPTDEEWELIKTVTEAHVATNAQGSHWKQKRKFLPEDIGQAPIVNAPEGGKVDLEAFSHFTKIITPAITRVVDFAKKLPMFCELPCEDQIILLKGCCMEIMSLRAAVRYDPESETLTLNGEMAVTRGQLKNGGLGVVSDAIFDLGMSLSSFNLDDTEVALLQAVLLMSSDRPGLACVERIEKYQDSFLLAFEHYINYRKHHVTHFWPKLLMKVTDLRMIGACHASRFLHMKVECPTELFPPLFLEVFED
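Each compound concentration gave % activity, normalized to unbound and bound Texas Red SRC2 controls, from polarization read after 5 hr ambient incubation with T3-loaded human TRb LBD.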
TR SRC2 fluor cs: alters Texas Red total fluorescence, flagging assay interference. TRb/SRC2 Texas Red total fluorescence interference. Potency, µM (highest dose often 106 µM), inactives show top-dose fluorescence change, negative = quenching. 0.29% of 280,000 active; active = well fitted curve in either direction with a large enough effect; inconclusive = small, poorly fitted or top-dose-only effect; note: % is set by controls: 0 for no effect and ±100 for the full control effect
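Flags fluorescent or light-absorbing compounds by total fluorescence, S + 2P, at 555 nm excitation and 632 nm emission. Mixture: 20 nM Texas Red SRC2 peptide, 0.6 uM human TRb LBD, 1 uM T3, 5% DMSO; compound exposure 5 h at ambient temperature.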
SMN2 splice up: increases expression of the SMN2 splice variant. HEK293 SMN2-luciferase splicing reporter, luminescence, 30-36 h. Potency, µM (highest dose often 46.1 µM), for inactives: top-dose activity change, positive = activation, usual class: activators. 2.8% of 210,000 active. AID 1458; note: % of control where 0% means no effect; nearly all actives have a fitted effect of over 55% in size
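qHTS luciferase splicing reporter: luminescence rises when SMN2 exon 7 is included in transfected HEK293 cells. Compound exposure lasted 30-36 h at 37C, with 4.5 mM final sodium butyrate as control, followed by a ONE-Glo read.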
* = called active by the depositor; [ ] = dose if it differs, or a comment. Unless noted, calls come from the whole dose curve; as a rule, active = well fitted curve in the direction sought with a large enough effect; inconclusive = small, poorly fitted or top-dose-only effect, or another doubt; inactive = no such curve, though single readings can be large; an effect the other way counts as inactive or inconclusive. Potency is the fitted concentration of half-maximal effect. Not all compounds are listed, so the mix of outcomes need not match the whole.

What do the screens show for `CCOC(=O)c1c(-c2ccccc2)oc2ccc(NS(=O)(=O)c3ccc(C(C)C)cc3)cc12`?
TRb SRC2 PPI: 6%; TR SRC2 fluor cs: -3%; SMN2 splice up: -3%

What do the screens show for `CCCN1CCN(CCCNC(=O)c2cc3c(=O)n(CC)c4ccccc4c3s2)CC1`?
TRb SRC2 PPI: -3%; TR SRC2 fluor cs: -10%; SMN2 splice up: inconclusive

How did Cc1cccc(NC(=O)Cn2c(C(F)(F)F)nc3ccccc32)c1C do in these assays?
TRb SRC2 PPI: 0%; TR SRC2 fluor cs: 1%; SMN2 splice up: -14%

Results for CCc1ccccc1NC(=O)Cn1c(=O)n(Cc2ccco2)c(=O)c2ccccc21 ?
TRb SRC2 PPI: 1%; TR SRC2 fluor cs: inconclusive; SMN2 splice up: 0%

Results for Cc1ccc(CNC(=O)c2c(O)nc3ccccn3c2=O)cc1 ?
TRb SRC2 PPI: -6%; TR SRC2 fluor cs: 7%; SMN2 splice up: -6%

What do the screens show for `CCOC(=O)c1cc2c(=O)n3ccccc3nc2n(CC2CCCO2)c1=NC(=O)c1ccc(C)cc1` (stereo unspecified)?
TRb SRC2 PPI: -4%; TR SRC2 fluor cs: -3%; SMN2 splice up: 3%

What do the screens show for `Cc1sc2c(c1C)c(=O)n(Cc1ccccc1)c(=O)n2Cc1ccc(F)cc1`?
TRb SRC2 PPI: 10%; TR SRC2 fluor cs: -2%; SMN2 splice up: -3%

How did CCc1ccc(S(=O)(=O)c2cn(C)c3cc(OC)c(OC)cc3c2=O)cc1 do in these assays?
TRb SRC2 PPI: -2%; TR SRC2 fluor cs: -2%; SMN2 splice up: 6%

Results for COC(=O)c1cc2sccc2n1Cc1nc(-c2cccc(Br)c2)oc1C ?
TRb SRC2 PPI: -4%; TR SRC2 fluor cs: -14%; SMN2 splice up: 3%

What do the screens show for `COc1ccc(-n2ccn3c(CC(C)(C)CC(=O)O)nnc3c2=O)cc1`?
TRb SRC2 PPI: -2%; TR SRC2 fluor cs: inconclusive; SMN2 splice up: -3%

What do the screens show for `COc1cc2c(C(=O)N(C)c3cc(Cl)ccc3OC)cn(CC(C)C)c(=O)c2cc1OC`?
TRb SRC2 PPI: 1%; TR SRC2 fluor cs: -3%; SMN2 splice up: -19%

Results for COCc1cc(C)nc2sc3c(c12)NC(c1ccc(O)cc1)N(c1ccc(C)cc1)C3=O (stereo unspecified) ?
TRb SRC2 PPI: -5%; TR SRC2 fluor cs: -2%; SMN2 splice up: inconclusive

What do the screens show for `CC1CCCN(CCCNC(=O)c2ccc3c(c2)N(Cc2ccccc2F)C(=O)c2ccccc2S3(=O)=O)C1` (stereo unspecified)?
TRb SRC2 PPI: -9%; TR SRC2 fluor cs: 2%; SMN2 splice up: -76%[inhibitor]

What do the screens show for `Cc1ccc(N(CC(=O)Nc2ccc(Br)c(C)c2)S(=O)(=O)c2cccs2)cc1`?
TRb SRC2 PPI: 4%; TR SRC2 fluor cs: 0%; SMN2 splice up: -13%

How did COc1ccc(N(C(=O)c2ccc(C)cc2)S(=O)(=O)c2ccc(Cl)cc2)cc1 do in these assays?
TRb SRC2 PPI: 2%; TR SRC2 fluor cs: 3%; SMN2 splice up: -1%

Reprinted from the part before: 5 compounds; new compounds follow.
What do the screens show for `COc1cc2c(C(=O)N(C)c3cc(Cl)ccc3OC)cn(CC(C)C)c(=O)c2cc1OC`?
TRb SRC2 PPI: 1%; TR SRC2 fluor cs: -3%; SMN2 splice up: -19%

Results for COCc1cc(C)nc2sc3c(c12)NC(c1ccc(O)cc1)N(c1ccc(C)cc1)C3=O (stereo unspecified) ?
TRb SRC2 PPI: -5%; TR SRC2 fluor cs: -2%; SMN2 splice up: inconclusive

What do the screens show for `CC1CCCN(CCCNC(=O)c2ccc3c(c2)N(Cc2ccccc2F)C(=O)c2ccccc2S3(=O)=O)C1` (stereo unspecified)?
TRb SRC2 PPI: -9%; TR SRC2 fluor cs: 2%; SMN2 splice up: -76%[inhibitor]

What do the screens show for `Cc1ccc(N(CC(=O)Nc2ccc(Br)c(C)c2)S(=O)(=O)c2cccs2)cc1`?
TRb SRC2 PPI: 4%; TR SRC2 fluor cs: 0%; SMN2 splice up: -13%

How did COc1ccc(N(C(=O)c2ccc(C)cc2)S(=O)(=O)c2ccc(Cl)cc2)cc1 do in these assays?
TRb SRC2 PPI: 2%; TR SRC2 fluor cs: 3%; SMN2 splice up: -1%

Results for CCc1nnc(NC(=O)c2nc(SCc3ccc(F)cc3)ncc2Cl)s1 ?
TRb SRC2 PPI: 7%; TR SRC2 fluor cs: 1%; SMN2 splice up: 2%

What do the screens show for `Cc1cccc(Cn2c(=O)n(CCc3ccccc3)c(=O)c3c(C)c(C)sc32)c1`?
TRb SRC2 PPI: 6%; TR SRC2 fluor cs: 0%; SMN2 splice up: -7%

Results for CCCN(Cc1cc2cc(C)ccc2[nH]c1=O)C(=O)c1cccc(Cl)c1 ?
TRb SRC2 PPI: 3%; TR SRC2 fluor cs: 5%; SMN2 splice up: 1%

How did COC(=O)c1cc2oc3ccccc3c2n1Cc1ccc(C)cc1 do in these assays?
TRb SRC2 PPI: 0%; TR SRC2 fluor cs: -8%; SMN2 splice up: 10%

How did Cc1ccc2c(CC(=O)Nc3ccc(S(=O)(=O)N4CCCCC4)cc3)coc2c1 do in these assays?
TRb SRC2 PPI: 3%; TR SRC2 fluor cs: -11%; SMN2 splice up: -10%

What do the screens show for `Cn1c(=O)c2c(-c3ccccc3Cl)n(Cc3ccc(Cl)cc3)cc2n(C)c1=O`?
TRb SRC2 PPI: -8%; TR SRC2 fluor cs: -5%; SMN2 splice up: 11%

How did Cc1cc(C)c(NC(=O)Cn2c(=O)n(Cc3ccc(C(=O)NCc4ccco4)cc3)c(=O)c3sccc32)c(C)c1 do in these assays?
TRb SRC2 PPI: 10%; TR SRC2 fluor cs: 5%; SMN2 splice up: 28%

How did O=C(CCCn1c(=O)c2ccccc2n(Cc2cccc(F)c2)c1=O)NCc1ccccc1Cl do in these assays?
TRb SRC2 PPI: 6%; TR SRC2 fluor cs: 2%; SMN2 splice up: -7%

Results for CCOC(=O)C1=C(CN2CCN(CC)CC2)NC(=O)NC1c1ccc(Cl)cc1 (stereo unspecified) ?
TRb SRC2 PPI: 0%; TR SRC2 fluor cs: -1%; SMN2 splice up: 6%

Results for Nc1nonc1-c1nc2ccccc2n1CC(=O)Nc1ccccc1C(=O)O ?
TRb SRC2 PPI: 1%; TR SRC2 fluor cs: 2%; SMN2 splice up: -6%

How did Nc1c(C(=O)Nc2ccc(OC(F)(F)F)cc2)nnn1Cc1ccccc1 do in these assays?
TRb SRC2 PPI: 3%; TR SRC2 fluor cs: -2%; SMN2 splice up: -5%

How did COc1cc2c(=O)n(Cc3ccccc3)c(=O)n(CC(=O)Nc3cc(C(F)(F)F)ccc3Cl)c2cc1OC do in these assays?
TRb SRC2 PPI: -1%; TR SRC2 fluor cs: -1%; SMN2 splice up: 15%

What do the screens show for `Cc1nnc(SCC(=O)Nc2ccc(N(C)C)cc2)[nH]c1=O`?
TRb SRC2 PPI: inconclusive; TR SRC2 fluor cs: inconclusive; SMN2 splice up: 5%

How did CCc1ccc2c(c1)c(=O)c(C(=O)c1ccc(C)cc1)cn2CC(=O)Nc1ccccc1C do in these assays?
TRb SRC2 PPI: -13%; TR SRC2 fluor cs: 0%; SMN2 splice up: 15%

How did Cc1ccc(-c2nc3ccccc3n3c(-c4ccccc4)c4c(=O)n(C)c(=O)n(C)c4c23)cc1 do in these assays?
TRb SRC2 PPI: 3%; TR SRC2 fluor cs: 4%; SMN2 splice up: -13%

What do the screens show for `CC(C)c1ccc(OCC(=O)Nc2cc(-c3ccccc3)no2)cc1`?
TRb SRC2 PPI: 7%; TR SRC2 fluor cs: 7%; SMN2 splice up: 9%

What do the screens show for `COc1cccc(CNC(=O)CSc2c3c(nc4cc(Cl)ccc24)CCCC3)c1`?
TRb SRC2 PPI: 3%; TR SRC2 fluor cs: 1%; SMN2 splice up: -13%

What do the screens show for `CCNc1nc2c(c(=O)[nH]c(=O)n2C)n1CC(O)COc1ccc(Cl)cc1Cl` (stereo unspecified)?
TRb SRC2 PPI: -1%; TR SRC2 fluor cs: 3%; SMN2 splice up: -6%

Results for CCOC(=O)c1ccccc1NC(=O)NC(C)c1c(-n2cccc2)sc(C)c1C (stereo unspecified) ?
TRb SRC2 PPI: -14%; TR SRC2 fluor cs: 22µM*[quencher]; SMN2 splice up: -3%

Results for COC(=O)Cn1c(CN2CCN(c3ccc(OC)cc3)CC2)nc2c1c(=O)[nH]c(=O)n2C ?
TRb SRC2 PPI: -9%; TR SRC2 fluor cs: 0%; SMN2 splice up: 1%

How did CCOC(=O)c1ccc(NC(=O)C2=C(C)Nc3nc(SCc4ccc(Cl)cc4)nn3C2c2ccc(OC)cc2)cc1 (stereo unspecified) do in these assays?
TRb SRC2 PPI: -3%; TR SRC2 fluor cs: 5%; SMN2 splice up: 5%

How did Cc1ccc(Nc2c(-c3cc(Br)ccc3F)nc3cc(C)ccn23)cc1 do in these assays?
TRb SRC2 PPI: 2%; TR SRC2 fluor cs: -1%; SMN2 splice up: -2%

How did CCOc1ccc(-n2c(=O)c3c(C)c(C)sc3n(Cc3ccc(C(C)(C)C)cc3)c2=O)cc1 do in these assays?
TRb SRC2 PPI: 6%; TR SRC2 fluor cs: -3%; SMN2 splice up: -1%

What do the screens show for `COc1ccc(/C=C/c2nc(C#N)c(N3CCC(C)CC3)o2)cc1OC`?
TRb SRC2 PPI: -1%; TR SRC2 fluor cs: -6%; SMN2 splice up: -14%

What do the screens show for `Cc1ccc(N2CCN(C(=O)c3cn(C)c4ccc(S(=O)(=O)N(C)C5CCCCC5)cc4c3=O)CC2C)cc1` (stereo unspecified)?
TRb SRC2 PPI: -7%; TR SRC2 fluor cs: 1%; SMN2 splice up: -2%

How did Cc1nc(N2C(=O)c3oc4ccccc4c(=O)c3C2c2cccc(OCCC(C)C)c2)sc1C (stereo unspecified) do in these assays?
TRb SRC2 PPI: 4%; TR SRC2 fluor cs: 2%; SMN2 splice up: -16%

Results for COc1ccc(C(=O)Nc2cc(C(F)(F)F)ccc2N2CCN(c3ccccc3)CC2)cc1OC ?
TRb SRC2 PPI: -3%; TR SRC2 fluor cs: -9%; SMN2 splice up: -3%

What do the screens show for `Cc1cc(C)c2oc(-c3cccc(NC(=O)COc4ccccc4Cl)c3C)nc2c1`?
TRb SRC2 PPI: 1%; TR SRC2 fluor cs: 3%; SMN2 splice up: 12%

How did CCc1ccc(NC(=O)C2CCN(c3nn4c(=O)cc(C)nc4s3)CC2)cc1 do in these assays?
TRb SRC2 PPI: 6%; TR SRC2 fluor cs: 0%; SMN2 splice up: 1%

How did COc1ccc(-n2c(=O)c3c4c(sc3n(Cc3ccc(C(C)(C)C)cc3)c2=O)CCC4)c(OC)c1 do in these assays?
TRb SRC2 PPI: -4%; TR SRC2 fluor cs: -1%; SMN2 splice up: inconclusive

Results for CC(C)c1ccccc1NC(=O)CN1C(=O)c2cccc3cccc1c23 ?
TRb SRC2 PPI: 5%; TR SRC2 fluor cs: 6%; SMN2 splice up: -20%

What do the screens show for `Cc1ccc2nc(-c3ccncc3)c(Nc3ccc(C(C)C)cc3)n2c1`?
TRb SRC2 PPI: 7%; TR SRC2 fluor cs: 1%; SMN2 splice up: -4%

How did COc1ccc(-c2noc(CSc3nnc(C)n3-c3cccc(C)c3)n2)cc1 do in these assays?
TRb SRC2 PPI: 1%; TR SRC2 fluor cs: 8%; SMN2 splice up: -9%

How did CCOC(=O)c1c(C)c(C(=O)NCCc2ccc(OC)cc2)c(C)n1C do in these assays?
TRb SRC2 PPI: 1%; TR SRC2 fluor cs: -24%; SMN2 splice up: 9%

How did Cc1ccccc1OCC(=O)Nc1ccc(S(=O)(=O)Nc2ncccn2)cc1 do in these assays?
TRb SRC2 PPI: -8%; TR SRC2 fluor cs: 10000µM*[quencher]; SMN2 splice up: 14%

What do the screens show for `Cc1ccc(CNC(=O)c2ccc(CS(=O)(=O)c3ccccc3C)o2)cc1`?
TRb SRC2 PPI: -5%; TR SRC2 fluor cs: 3%; SMN2 splice up: -6%

What do the screens show for `Cc1cc(NC(=O)Cc2ccccc2)cc(-c2nc3ccccc3o2)c1O`?
TRb SRC2 PPI: 7%; TR SRC2 fluor cs: 2%; SMN2 splice up: 7%

Results for Cc1ccc(C)c(N2CCN(C(=O)C3CCCN(Cc4nc(-c5cccc(Cl)c5)oc4C)C3)CC2)c1 (stereo unspecified) ?
TRb SRC2 PPI: -3%; TR SRC2 fluor cs: -5%; SMN2 splice up: -25%

Results for CC(C)CN(CCNC(=O)c1cc(-c2cccs2)nc2ccccc12)CC(C)C ?
TRb SRC2 PPI: -13%; TR SRC2 fluor cs: 0%; SMN2 splice up: 2%

Results for COc1cc(NC(=O)C2CCN(c3cnccn3)CC2)cc(OC)c1 ?
TRb SRC2 PPI: -6%; TR SRC2 fluor cs: 1%; SMN2 splice up: 13%
